Screening data (PubChem BioAssay)
H37Rv inhibition – M. tuberculosis growth inhibition, HTS (AID 449762); M. tuberculosis H37Rv growth inhibition, 7H9 media; higher % means a stronger effect; one-dose inhibition, % at 25 µM; IC50 in µM for titrated hits; 330,000 tested, 0.59% active; in the data active = a potency from the dose series; inconclusive = inhibition above about 70% without an active follow-up result;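 also: bacterial growth assessed after seven days of incubation; strong numbers were not always called active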
influenza NS1A – H1N1 influenza NS1A inhibitors, functional cell based assay (AID 504329) | one-dose inhibition, % at 12.5 µM; IC50 in µM for titrated hits | NS1A functional cell-based assay, percent inhibition; higher % means a stronger effect | 340,000 tested, 0.3% active; in the data active = a potency from the dose series; inconclusive = inhibition above about 27% without an active follow-up result; also: strong numbers were not always called active
tuberculosis growth – growth inhibition of non-replicating M. tuberculosis (AID 488890) | Mycobacterium tuberculosis non-replicating, growth inhibition; higher % means a stronger effect | one-dose inhibition, % at 25 µM; IC50 in µM for titrated hits | 320,000 tested, 0.39% active; in the data active = a potency from the dose series; inconclusive = inhibition mostly from about 82% at the one dose, without a potency; inactive = the rest, 99 in 100 with inhibition below about 76%;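 also: plate controls were DMSO cells for no effect and high antibiotic wells for full effect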
inhibitors of VEEV – inhibitors of VEEV TC-83 cytopathic effect, confirmation, Vero cells (AID 588727); Vero cells, VEEV TC-83 cytopathic effect inhibition; higher % means a stronger effect; inhibition, % at 20 µM, or IC50 in µM where a hit was titrated; 350,000 tested, 0.13% active; in the data active = a potency from the dose series; inconclusive = inhibition mostly from about 14% at the one dose, without a potency; inactive = the rest, 99 in 100 with inhibition below about 12%; also: strong numbers were not always called active
Salmonella PhoP GFP – PhoP regulon inhibitors, Salmonella typhi PhoP promoter GFP reporter, confirmatory (AID 1850); Salmonella Typhi PhoP-promoter GFP reporter, fluorescence, 4 h; higher % means a stronger effect; inhibition, % at 50 µM, or IC50 in µM where a hit was titrated; 310,000 tested, 0.33% active; in the data active = a potency from the dose series; inconclusive = inhibition mostly from about 25% at the one dose, without a potency; inactive = the rest, 99 in 100 with inhibition below about 19%;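 also: 0% = induced wells with vehicle and 100% = uninduced wells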
inhibitors of VEEV 10K pilot screen – also measured in inhibitors of VEEV; calls as there; inhibition, %; measured here: 10K pilot screen inhibition
Starred values were filed as active, the others as inactive; i = inactive; ? = inconclusive; . = not tested or not shown; & = joins results of further samples. Not a hit list. Share with any hit: about 1.4%.

SMILES | H37Rv inhibition | influenza NS1A | tuberculosis growth | inhibitors of VEEV | Salmonella PhoP GFP | others
Nc1c(C(=O)N2CCOCC2)sc2nc3c(cc12)CCC3 | -7% | -2% | 4% | 1.8% | -11%
C[C@@H]1CN([C@@H](C)CO)C(=O)c2cc(NS(=O)(=O)c3cccs3)ccc2O[C@H]1CN(C)Cc1ccc(C(F)(F)F)cc1 | 1% | 1% | 34% | i | .
c1ccc(N2CCN(c3cnccn3)CC2)nc1 | -8% | 8% | -1% | 3.1% | -5%
C=CCn1c(SCCC#N)nnc1-c1ccncc1 | 0% | -15% | 7% | i | -4%
COc1ccc(C2SCC(=O)N2c2c(C)n(C)n(-c3ccccc3)c2=O)c(OC)c1 (stereo not given) | -3% | 3% | -7% | 1.6% | -3%
Cc1c(NC(=S)NCc2ccc(F)cc2)cccc1[N+](=O)[O-] | 2% | -6% | 67% | i | -7%
Nc1cc(=O)[nH]c(SCC(=O)NCC2CCCO2)n1 (stereo not given) | -8% | 0% | -7% | 4.7% | 0%
Cc1cc(Cl)ccc1NC(=O)CSc1n[nH]c(N)n1 | -1% | 6% | 10% | 0.6% | .
CCN1CCN(CCCNC(=O)CCC(=O)N2CCOc3ccc(Cl)cc32)CC1 | -7% | -6% | -28% | 0.2% | -2%
CC(=O)Nc1ccc(S(=O)(=O)N2CCN(c3nc(C)cc(C)n3)CC2)cc1 | -1% | -9% | -8% | 1.2% | -4%
O=C(CCOc1ccccc1)N1CCN(S(=O)(=O)c2ccccc2F)CC1 | -11% | -14% | 3% | 4.5% | .
COc1cc(S(=O)(=O)NCc2ccncc2)c(OC)cc1Br | -8% | -11% | -11% | 0.8% | -12%
O=C(COC(=O)C1=COCCO1)Nc1ccc(F)c(F)c1 | 15% | -1% | 1% | 1.1% | 10%
CCOC(=O)C(Cc1cc(C(C)=O)ccc1OC(C)C)C(=O)OCC | -5% | -4% | 63% | 1.6% | -6%
Cc1ccc(S(=O)(=O)Nc2ccccc2C(=O)Nc2nc(-c3ccc(F)cc3)cs2)cc1 | -5% | -1% | 30% | 1.3% | 8%
O=c1ccc2ccc(Oc3ccc(Cl)cc3[N+](=O)[O-])cc2o1 | 9% | 5% | 31% | 5.5% | 5%
COc1ccc(CN(C)Cc2nc(Cc3ccccc3Cl)no2)cc1OC | -6% | -4% | 8% | i | -1%
CCCCNC(=O)c1ccc(N2CCC3(CC2)OCCO3)c([N+](=O)[O-])c1 | -3% | -6% | 3% | 1.9% | -3%
O=C1NCC(COCC2CC=CCC2)O1 (stereo not given) | 0% | -2% | 1% | 2.7% | -5%
COc1ccc(OC)c(NC(=O)CSc2nncc3ccccc23)c1 | -5% | -7% | 4% | 2.4% | -3%
COC(=O)CCC(=O)OC1(C)C(=O)C=C2C=C(C3CC3)N(CCc3c[nH]c4ccccc34)C=C2C1=O (stereo not given) | 3% | 7% | 39% | 0.8% | 3% | inhibitors of VEEV 10K pilot screen=0.8
CC(C)Cn1c(SCC(=O)N2CCOCC2)nc2ccccc2c1=O | 12% | 2% | 1% | 2.6% | .
CC(C)(C)NC[C@H](O)COc1nsnc1N1CCOCC1 | -3%&-6% | -1%&2%&3% | 0%&-10% | 0.4%&1.8% | -8%&-6%
COc1cc(NC(=S)Nc2ccc(Br)cc2Cl)c(OC)cc1Cl | 4% | 13% | ? | 1.1% | 1%
C=CCOc1cccc(C2C(C(=O)c3ccc(C)o3)=C(O)C(=O)N2CCCn2ccnc2)c1 (stereo not given) | -5% | -13% | -2% | i | 4%
Carrying on.
SMILES | H37Rv inhibition | influenza NS1A | tuberculosis growth | inhibitors of VEEV | Salmonella PhoP GFP | others
Fc1cc(F)c2nc(Nc3nc4c(F)cccc4s3)sc2c1 | 2% | -16% | 72% | 7.5% | -15%
Cc1ccc2c(CSc3nnnn3C)cc(=O)oc2c1 | -9% | -11% | -11% | 1.6% | -10%
Cc1ccc(NC(=O)CN(C)C(=O)C2CC(=O)N(Cc3ccccc3)C2)cc1 (stereo not given) | -2% | 0% | -1% | 0.3% | -2%
COc1ccc(NS(=O)(=O)c2cccc(C(=O)NCC(c3ccc(OC)cc3)N3CCCCC3)c2)cc1 (stereo not given) | . | 8% | . | i | .
O=C(O)C1CCCN(S(=O)(=O)c2ccc(Cl)s2)C1 (stereo not given) | -7% | -3% | -2% | 1.3% | -8%
O=C(Nc1ccccc1)c1cccc(NC(=O)c2ccco2)c1 | 1% | 1% | 2% | 8.5% | 2%
COC(=O)C1C(=O)N2CCCSC2=C(C#N)C1c1cccs1 (stereo not given) | -8% | 6% | 1% | 0.5% | -15%
CC(=O)c1ccccc1OCCOc1ncnc2sccc12 | -2% | 8% | 79% | 1.1% | -10%
Cc1nc2nc(C)c(CCC(=O)N3CCN(c4ccccc4)CC3)c(C)n2n1 | 4% | -5% | -4% | 5.9% | 2%
CCOc1ccc(OCCn2c(SCC(=O)O)nc3ccccc32)cc1 | 10% | 20% | 3% | 2.9% | 0%
Cc1cc(NC(=O)CSc2nc3ccccc3[nH]2)no1 | 4% | -3% | 52% | 0.8% | 0%
O=c1c2c(-c3ccccc3)csc2nc2c3ccccc3c(NCCN3CCOCC3)nn12 | . | -9% | . | i | .
Cc1ccc(Cn2ccc(NC(=O)c3c(-c4ccccc4Cl)noc3C)n2)cc1 | 2% | 21% | -8% | 4.6% | -5%
CCCCCCSc1ccc(-c2nc3ccc(Cl)cn3c2NC2CCCCC2)cc1 | -7% | 4% | 18% | i | .
O=C(CSc1nc2c(c(=O)n1-c1ccc(Cl)cc1)SCC2)Nc1ccc2c(c1)OCCO2 | 2% | -2% | . | 3.6% | -10%
O=[N+]([O-])c1ccc(O)c(-c2nn[nH]n2)c1 | -10% | 2% | -17% | 0.8% | 0%
CCCS(=O)(=O)NCc1cn2c(C)csc2n1 | -11% | -10% | -18% | 0.9% | -6%
CCCCC1CCC(C(=O)Nc2ccc(N3CCOCC3)cc2N2CCOCC2)CC1 (stereo not given) | ? | -12% | 8% | 0.9% | .
CC(C)c1ccc(C2NCc3ccccc3-n3cccc32)cc1 (stereo not given) | 9% | 7% | 45% | i | -3%
COCCn1c(Cc2ccccc2)nnc1SCC(=O)N1CCCC1=O | -6% | -5% | 10% | 2.8% | .
O=C(NCC1COc2ccccc2O1)C1CCCN(S(=O)(=O)c2cnc[nH]2)C1 (stereo not given) | -4% | 0% | -3% | 0.3% | -9%
COC(=O)c1ccc(NC(=O)CSc2nnc(CNc3ccc(OC)cc3)n2C)cc1 | 33% | 14% | 16% | 2.2% | -10%
CCn1c(SCc2cc(=O)[nH]c3ccccc23)nnc1C1CC1 | -1% | 2% | -13% | 0.6% | -9%
CC1(C)CC(=O)C(C(c2ccco2)C2C(=O)CC(C)(C)CC2=O)C(=O)C1 | -15% | 3% | ? | i | -5%
CN(Cc1ccccc1)C(=O)c1cccc(NC(=O)Cc2ccc(NC(=O)C3CCCN(C(=O)C4CC4)C3)cc2)c1 (stereo not given) | . | -12% | . | i | .
(continued)
SMILES | H37Rv inhibition | influenza NS1A | tuberculosis growth | inhibitors of VEEV | Salmonella PhoP GFP | others
Oc1ccc2nc(Cc3ccccc3)[nH]c2c1 | -4% | 7% | -10% | 0.7% | -6%
COc1ccc(S(=O)(=O)N2CCC(C)CC2)cc1OC | 6% | -3% | -5% | 0.5% | 2%
CC(=O)Nc1nc2c(s1)C(=O)NCCC2 | 6% | 6% | -7% | 2.4% | -2%
O=C(O)c1cccc(S(=O)(=O)NCc2cccs2)c1 | -1% | -8% | -6% | 0.9% | -4%
CCOc1ccc(OCc2ccc(C(=O)Nc3ccc(Cl)cn3)o2)cc1 | ? | 3% | ? | i | -9%
O=C(c1cn(Cc2ccccc2)c2ccccc12)N1CCCCC1 | -1% | -9% | 15% | 0.6% | -4%
Cn1c(CCN2CCCCC2)nc2cc(NC(=O)COc3ccc(Cl)cc3)ccc21 | -9% | -3% | 77% | i | 0%
CC(C)c1csc(CN2CCCC(CNC(=O)c3cccc4ccccc34)C2)n1 (stereo not given) | 4% | 9% | 10% | 9.4% | 2%
Nn1c(SCC(=O)Nc2cc(S(=O)(=O)N3CCOCC3)ccc2Cl)nnc1-c1cccnc1 | -4% | 9% | 0% | 0.6% | -7%
CCCCc1nnc(NC(=O)CCS(=O)(=O)c2ccc(C)cc2)s1 | 10% | -10% | ? | 7.4% | .
Cc1onc(-c2ccccc2Cl)c1C(=O)NC1CCCCCC1 | 4% | 0% | 15% | 0.2% | -1%
COc1cccc(/C=C/c2ccccn2)c1O | 1% | 2% | 8% | 1.0% | 7%
Cc1ccc(NC(=O)c2ccc(OC(=O)CCN3C(=O)c4ccccc4C3=O)cc2)cc1 | -4% | 0% | -9% | 0.4% | -1%
COc1ccc(/C=N/N(C)C2=NS(=O)(=O)c3ccccc32)cc1 | 11% | -21% | 1% | i | -6%
S=c1[nH]c2ccc3ccccc3c2[nH]1 | 90% | 0% | 54% | i | -17% | inhibitors of VEEV 10K pilot screen=1.6
Cc1cc(C(=O)CSc2nncs2)c(C)n1Cc1ccco1 | -4% | 8% | 19% | 0.7% | 2%
O=C1OCCN1C(=O)[C@H]1[C@H](c2ccc(F)cc2)C(c2ccc(F)cc2)=NN1c1ccccc1 | 15% | -27% | 31% | 4.4% | -1%
CSc1ccc(-c2nc(CSCC(=O)NCCCN3CCCC3=O)c(C)o2)cc1 | 6% | 7% | 3% | 0.9% | 4%
CCCNC(=O)/C(C#N)=C1\N=C(NC(=O)c2ccco2)c2ccccc21 | 18% | 14% | 69% | 6.4% | -19%
N#C/C(=C(/O)CCCl)c1ccccn1 | -6% | 18% | -9% | 0.5% | -4%
CC(C)(C)c1ccccc1OCC(=O)NCc1ccccc1 | 4% | -4% | 75% | 1.0% | 0%
O=C(O)CN1C(=O)CCS(=O)c2ccccc21 (stereo not given) | 9% | 6% | 0% | 0.3% | 7%
CN(CCc1ccccn1)c1ncnc2[nH]ncc12 | -11% | 3% | 0% | 4.1% | 9% | inhibitors of VEEV 10K pilot screen=3.2
COc1ccc(CN(C)CC(=O)Nc2cc(OC)c([N+](=O)[O-])cc2C)c(OC)c1 | 7% | -2% | 27% | 7.7% | -5%
COC(=O)c1nccc2c1[nH]c1ccccc12 | 0% | -8% | 43% | 0.9% | 15%
More records follow:
SMILES | H37Rv inhibition | influenza NS1A | tuberculosis growth | inhibitors of VEEV | Salmonella PhoP GFP | others
CC(=O)c1ccc(NC(=O)C2=CC(c3ccc4c(c3)OCO4)=NS(=O)(=O)N2C)cc1 | -3% | 7% | -2% | i | -16%
CC1CCN(c2ncnc3ccccc23)CC1 | -8% | . | 7% | 1.8% | 10%
COc1cc(CC(=O)OCC(=O)NCCc2ccc(S(N)(=O)=O)cc2)cc(OC)c1OC | 2% | -4% | -2% | 1.8% | .
Cc1ccccc1OCC(=O)O/N=C(\N)Cc1ccc(Cl)cc1 | -2% | 3% | 13% | 1.3% | 3%
CC(C)(C)c1ccc(OCc2ccc(C(=O)Nc3cccnc3)o2)cc1 | 12% | 10% | 56% | 2.7% | 13%
CSc1ccccc1NC(=O)c1csc(C)c1 | -13% | 5% | 22% | 1.6% | -4%
O=C(C[C@H]1C/C=C\C[C@@H](Cc2ccc(F)cc2)C(=O)O[C@@H](c2ccccc2)CNC1=O)N[C@@H](CO)Cc1ccccc1 | -6% | -2% | 22% | 0.8% | .
CN(C)CCCN(C(=O)c1ccc(S(=O)(=O)N2CCCc3ccccc32)cc1)c1nc2ccc(F)cc2s1 | -1% | 2% | 37% | ? | -8%
COc1cc(C)cc2oc(=O)c(CC(=O)N3C[C@H]4C[C@@H](C3)c3cccc(=O)n3C4)c(C)c12 | -1% | -7% | -11% | 0.7% | 6%
Cc1cc(C)n2nc(C(=O)NCc3ccccc3)nc2n1 | -6% | -12% | -6% | i | -1%
CCOC(=O)C1=C(NC#N)OC(C)=C(C)C1c1ccc(O)cc1 (stereo not given) | 0% | -4% | -8% | 1.3% | 1%

Looked up by structure from the entries so far, five records:
SMILES | H37Rv inhibition | influenza NS1A | tuberculosis growth | inhibitors of VEEV | Salmonella PhoP GFP | others
CCOC(=O)C1=C(NC#N)OC(C)=C(C)C1c1ccc(O)cc1 (stereo not given) | 0% | -4% | -8% | 1.3% | 1%
COc1cc(CC(=O)OCC(=O)NCCc2ccc(S(N)(=O)=O)cc2)cc(OC)c1OC | 2% | -4% | -2% | 1.8% | .
CC(=O)c1ccc(NC(=O)C2=CC(c3ccc4c(c3)OCO4)=NS(=O)(=O)N2C)cc1 | -3% | 7% | -2% | i | -16%
Cc1ccccc1OCC(=O)O/N=C(\N)Cc1ccc(Cl)cc1 | -2% | 3% | 13% | 1.3% | 3%
CN(C)CCCN(C(=O)c1ccc(S(=O)(=O)N2CCCc3ccccc32)cc1)c1nc2ccc(F)cc2s1 | -1% | 2% | 37% | ? | -8%
